Screening results: PubChem, National Center for Advancing Translational Sciences (NCATS)
S3 lipid droplet – qHTS Assay for Lipid Storage Modulators in Drosophila S3 Cells. Drosophila S3 cells, BODIPY lipid droplet fluorescence, 18-24 h; cells fed with added oleic acid. lipid storage change, negative = inhibition, % at the top dose, mostly 46.1 µM; hits show Potency in µM. 320,000 tested, 0.64% active. AID 2685; active = well fitted inhibition curve with a large enough effect in the signal ratio, with a control signal flat, not every such curve was filed as active; inconclusive = small, poorly fitted or top-dose-only effect, or effect the other way, or a change in a side signal; the % refers to the signal ratio
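Laser-scanning cytometry quantifies lipid droplet accumulation (500–530 nm total intensity; droplet/cell object ratio) in oleic acid-fed (400 uM added) Drosophila S3 cells treated with a concentration series. 20 uM Triacsin C defined 100% inhibition.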
S3 lipid droplet cell count max – second read-out of S3 lipid droplet, no call of its own (marks repeat the call); cell number change, %; measured here: cell count max response;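 cells counted by Cell Tracker Red CMTPX staining in the red channel; peak over a dose series mostly up to 46.1 µM; percent activity relative to internal control wells on each plate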
An asterisk follows results filed as active. % is set by controls: 0 for no effect and ±100 for the full control effect; potency is the fitted concentration of half-maximal effect.

How did Cc1cc(C)[n+]2n1C(=O)C(c1ccccc1)=C2[O-] do in these assays?
S3 lipid droplet: inconclusive

How did COCCNC(=O)C(c1ccco1)N(C(=O)Cn1nnc2ccccc21)c1ccccc1C (stereo not drawn) do in these assays?
S3 lipid droplet: inconclusive

What do the screens show for `CN(Cc1cccnc1)C(=O)CNC(=O)c1ccc(Cl)cc1Cl`?
S3 lipid droplet: inconclusive

What do the screens show for `COc1cc(C(=O)Nc2ccc(C)cn2)c([N+](=O)[O-])cc1OC`?
S3 lipid droplet: inconclusive

What do the screens show for `O=C(NCCS(=O)(=O)N1CCN(c2cccc(Cl)c2)CC1)c1ccc2c(c1)OCO2`?
S3 lipid droplet: inconclusive

What do the screens show for `Cc1cccc(C(=O)NC(=S)Nc2cccc3nc(C)ccc23)c1`?
S3 lipid droplet: inconclusive

How did O=C(CN(Cc1ccccc1)C(=O)CNS(=O)(=O)c1ccc(F)cc1)NCC1CCCO1 (stereo not drawn) do in these assays?
S3 lipid droplet: inconclusive

Results for COc1ccc(/C=C(\NC(=O)c2ccccc2)C(=O)NCCN2CCOCC2)cc1OC ?
S3 lipid droplet: -18.4%; S3 lipid droplet cell count max: -23.7

How did CC(C)(CO)CNC(=O)CC1C(=O)NCCN1CC(c1ccccc1)c1ccccc1 (stereo not drawn) do in these assays?
S3 lipid droplet: -6.0%; S3 lipid droplet cell count max: -4.6

How did CCOc1ccc(NC(=O)Cn2nnc(C(=O)NCc3ccc4c(c3)OCO4)c2N)cc1 do in these assays?
S3 lipid droplet: inconclusive

Results for COc1ccc(-c2csc(NC(=O)CSc3ncn[nH]3)n2)cc1OC ?
S3 lipid droplet: -11.1%; S3 lipid droplet cell count max: -8.1

How did O=c1c(Cc2ccc(F)cc2)c(O)ccn1Cc1ccc(F)cc1 do in these assays?
S3 lipid droplet: -20.6%; S3 lipid droplet cell count max: 15.7

Ordered by formula weight (largest number first): 5 of the compounds above
What do the screens show for `O=C(NCCS(=O)(=O)N1CCN(c2cccc(Cl)c2)CC1)c1ccc2c(c1)OCO2`?
S3 lipid droplet: inconclusive

Results for COc1ccc(/C=C(\NC(=O)c2ccccc2)C(=O)NCCN2CCOCC2)cc1OC ?
S3 lipid droplet: -18.4%; S3 lipid droplet cell count max: -23.7

How did CCOc1ccc(NC(=O)Cn2nnc(C(=O)NCc3ccc4c(c3)OCO4)c2N)cc1 do in these assays?
S3 lipid droplet: inconclusive

Results for COc1ccc(-c2csc(NC(=O)CSc3ncn[nH]3)n2)cc1OC ?
S3 lipid droplet: -11.1%; S3 lipid droplet cell count max: -8.1

What do the screens show for `Cc1cccc(C(=O)NC(=S)Nc2cccc3nc(C)ccc23)c1`?
S3 lipid droplet: inconclusive

(further entries)
Results for CC(C)=C1C2CCC1C1C(=O)N(NC(=O)COc3ccc(Cl)c(C)c3)C(=O)C21 (stereo not drawn) ?
S3 lipid droplet: inactive; S3 lipid droplet cell count max: 8.8

Results for CCOc1ccc(C(=O)/C=C/Nc2ccc(S(=O)(=O)N=C(N)N)cc2)cc1 ?
S3 lipid droplet: inconclusive

Results for O=c1/c(=C/c2ccccc2)sc2nnc(-c3cccs3)n12 ?
S3 lipid droplet: -7.0%; S3 lipid droplet cell count max: 10.4

How did Cc1cccc(N(CC(=O)Nc2ccc(-c3nc4ccc(C)cc4s3)cc2)S(C)(=O)=O)c1 do in these assays?
S3 lipid droplet: -3.8%; S3 lipid droplet cell count max: -10.1

What do the screens show for `Cc1ccc(C)c(C(=O)Cn2ncc(Cl)c(Cl)c2=O)c1`?
S3 lipid droplet: inconclusive

What do the screens show for `COc1ccc(NC(=O)CSc2sc3c(O)cc(=O)[nH]c3c2C#N)c(OC)c1`?
S3 lipid droplet: inconclusive

Results for COc1ccc(C(=NNc2ccccc2C(=O)O)c2ccc(OC)cc2)cc1 ?
S3 lipid droplet: inconclusive

What do the screens show for `CCc1cc(C(=O)Nc2nnc(C3CC3)s2)sc1C`?
S3 lipid droplet: inconclusive

What do the screens show for `CN(C)c1ccc(C=NCCC2(c3ccccc3)CCOC(C)(C)C2)cc1` (stereo not drawn)?
S3 lipid droplet: 3.3%; S3 lipid droplet cell count max: -6.6

Results for CS/C(N)=N/N=C/c1cc(Br)cc(Br)c1O ?
S3 lipid droplet: 15.0%; S3 lipid droplet cell count max: -2.4

How did CCOc1ccc(C(CCc2ccccc2)NC(=O)c2ccc(OC)c(OC)c2)cc1OCC (stereo not drawn) do in these assays?
S3 lipid droplet: inconclusive

How did COc1ccc(S(=O)(=O)N2CCOCC2)cc1NC(=O)c1ccc(OCC(C)C)c(OC)c1 do in these assays?
S3 lipid droplet: 15.2%; S3 lipid droplet cell count max: 10.4

Results for Cc1ccc(NC(=O)CN(C)C(=O)COC(=O)CNS(=O)(=O)c2ccc(Br)cc2Cl)cc1 ?
S3 lipid droplet: -20.1%; S3 lipid droplet cell count max: -5.6

Results for COc1ccc(/C=N/NC(=O)CCc2c(C)n[nH]c2C)cc1OC ?
S3 lipid droplet: inactive

How did O=C(NC1(C(F)(F)F)NC(=O)N(Cc2ccco2)C1=O)c1cccnc1 (stereo not drawn) do in these assays?
S3 lipid droplet: inconclusive

Results for O=C(CN1CCCCC1)Nc1cccc([N+](=O)[O-])c1 ?
S3 lipid droplet: 25.0%; S3 lipid droplet cell count max: 1.4

What do the screens show for `CCN(CC)Cc1cc2ccccc2c2c1COC2`?
S3 lipid droplet: 12.1%; S3 lipid droplet cell count max: 1.4

Results for COc1ccc(C(NCC(=O)NC(C)c2ccc(Cl)cc2)c2ccccc2)cc1 (stereo not drawn) ?
S3 lipid droplet: 0.3%; S3 lipid droplet cell count max: 15.9

What do the screens show for `C/C(Cc1ccccc1)=N\NC(=O)CNC(=O)c1ccccc1`?
S3 lipid droplet: 8.7%; S3 lipid droplet cell count max: 4.1

How did O=C(O)c1nnn(-c2cc(C(F)(F)F)cc(C(F)(F)F)c2)c1-c1ccccc1 do in these assays?
S3 lipid droplet: inconclusive

What do the screens show for `CN1CCN(CC(=O)Nc2ccc(OCc3ccccc3)cc2)CC1`?
S3 lipid droplet: inconclusive

Results for O=C(c1ccco1)N1CCN(C(=O)N2CCCC2)CC1 ?
S3 lipid droplet: inconclusive

Results for O=C(C1CCCN(S(=O)(=O)c2ccccc2)C1)N1CCCCCC1 (stereo not drawn) ?
S3 lipid droplet: inconclusive

Results for CC(C)CSc1nc2c(c(=O)[nH]c(=O)n2C)n1CC(O)COc1cccc2ccccc12 (stereo not drawn) ?
S3 lipid droplet: 24.1%; S3 lipid droplet cell count max: 2.0

What do the screens show for `COC(=O)CC1=C(C(=O)OC)[C@@H](c2ccccc2[N+](=O)[O-])C(C#N)=C(N)O1`?
S3 lipid droplet: 12.0%; S3 lipid droplet cell count max: 1.8

How did CC(C)(C)c1ccccc1OCCN1CCCC1 do in these assays?
S3 lipid droplet: 4.3%; S3 lipid droplet cell count max: 8.2

How did CC(=O)Nc1cccc(S(C)(=O)=O)c1 do in these assays?
S3 lipid droplet: inconclusive

Results for CC(C)CN(C(=O)CCC(=O)OCC(=O)NCCc1ccccc1)c1c(N)n(CC(C)C)c(=O)[nH]c1=O ?
S3 lipid droplet: -18.3%; S3 lipid droplet cell count max: 11.1

What do the screens show for `COc1ccccc1N(CC(O)COc1ccccc1)S(=O)(=O)c1ccccc1` (stereo not drawn)?
S3 lipid droplet: inconclusive

Results for Cc1cccc(NC(=O)CN(CC2CCCO2)C(=O)c2oc3ccc(F)cc3c2C)c1C (stereo not drawn) ?
S3 lipid droplet: inconclusive

Results for CCOC(=O)C1(Cc2cccc(F)c2)CCN(Cc2cn(CC)nc2C)CC1 ?
S3 lipid droplet: inconclusive

What do the screens show for `NC(=O)c1cc(Br)cc(C2CCCCC2)c1O`?
S3 lipid droplet: inconclusive

What do the screens show for `Cc1cccc(NC(=O)Cn2c(=O)n(CCC(=O)NC3CCCC3)c(=O)c3ccccc32)c1`?
S3 lipid droplet: inactive

What do the screens show for `CC(=O)NS(=O)(=O)c1ccc(NC(=O)c2cc(-c3cccs3)nc3ccccc23)cc1`?
S3 lipid droplet: -7.5%; S3 lipid droplet cell count max: -5.3

What do the screens show for `COc1ccc(/C(O)=C2/C(=O)C(=O)N(CCN(C)C)C2c2ccccn2)cc1OC` (stereo not drawn)?
S3 lipid droplet: inactive; S3 lipid droplet cell count max: 10.5

What do the screens show for `CCOc1ccc(CNC(=O)CCCc2cn(C)c3ccccc23)cc1`?
S3 lipid droplet: inconclusive

What do the screens show for `CCOC(=O)N1CCN(C(=O)c2cc(COc3ccc(Cl)cc3OC)on2)CC1`?
S3 lipid droplet: inconclusive

What do the screens show for `CCc1nnc(NC(=O)CSC(=S)N2CCOCC2)s1`?
S3 lipid droplet: -2.0%; S3 lipid droplet cell count max: -17.4

Results for O=C(CCN1C(=O)C2C3CCC(C3)C2C1=O)Nc1ccc(Br)cc1 (stereo not drawn) ?
S3 lipid droplet: inconclusive

Results for O=C(Nc1ccc(Nc2ccncc2)cc1)c1ccc(Nc2ccnc3ccc([N+](=O)[O-])cc23)cc1 ?
S3 lipid droplet: 1.8%; S3 lipid droplet cell count max: 7.4

How did CCN(CC)S(=O)(=O)c1ccc(N2CCCCC2)c(NC(=O)c2ccncc2)c1 do in these assays?
S3 lipid droplet: -10.0%; S3 lipid droplet cell count max: 9.5

How did CC(C(=O)N1CCCC1)N1CCN(S(=O)(=O)c2ccc(C(C)(C)C)cc2)CC1 (stereo not drawn) do in these assays?
S3 lipid droplet: inconclusive

How did CCc1ccc(NC(=O)NCCN2CCN(c3ccc(OC)cc3)CC2)cc1 do in these assays?
S3 lipid droplet: 16.5%; S3 lipid droplet cell count max: 4.8

What do the screens show for `O=C(c1ccc(CS(=O)(=O)c2ccc(Br)cc2)o1)N1CCN(c2ccc(F)cc2)CC1`?
S3 lipid droplet: inconclusive

Results for N#C/C(=C\c1ccccc1)C(=O)Nc1nncs1 ?
S3 lipid droplet: inconclusive

What do the screens show for `COC(=O)c1cccc(NC(=S)NCc2ccc(F)cc2)c1`?
S3 lipid droplet: inconclusive

What do the screens show for `Cc1ccc(CNC(=O)CCSCCC(=O)NCc2ccc(C)cc2)cc1`?
S3 lipid droplet: inconclusive

Results for Cc1ccc(-c2nn3c(C)nnc3c3ccccc23)cc1S(=O)(=O)NC(C)c1ccccc1 (stereo not drawn) ?
S3 lipid droplet: inconclusive

Quoted at random: 2 records from the list
How did CCc1ccc(NC(=O)NCCN2CCN(c3ccc(OC)cc3)CC2)cc1 do in these assays?
S3 lipid droplet: 16.5%; S3 lipid droplet cell count max: 4.8

Results for N#C/C(=C\c1ccccc1)C(=O)Nc1nncs1 ?
S3 lipid droplet: inconclusive

Compounds listed so far with a CF3 group, in the order listed:
How did O=C(NC1(C(F)(F)F)NC(=O)N(Cc2ccco2)C1=O)c1cccnc1 (stereo not drawn) do in these assays?
S3 lipid droplet: inconclusive

How did O=C(O)c1nnn(-c2cc(C(F)(F)F)cc(C(F)(F)F)c2)c1-c1ccccc1 do in these assays?
S3 lipid droplet: inconclusive

(continued)
How did COCCn1c(=O)[nH]c2cc(C(=O)N3CCN(c4ccccc4OC)CC3)ccc2c1=O do in these assays?
S3 lipid droplet: inconclusive

Results for Cc1ccc(CNC(=O)Nc2ccc(C)cc2)cc1 ?
S3 lipid droplet: inconclusive

How did CCOC(=O)CCCNC(=O)COC(=O)c1cccc(C)c1O do in these assays?
S3 lipid droplet: inconclusive

Results for O=C1C2C3c4ccccc4C(c4ccccc43)C2C(=O)N1Cc1ccccn1 (stereo not drawn) ?
S3 lipid droplet: 3.5%; S3 lipid droplet cell count max: 11.8

How did COc1cccc(C(=O)NCCS(=O)(=O)N(C)Cc2ccccc2)c1 do in these assays?
S3 lipid droplet: inconclusive

How did O=C(Cn1cc(C(F)(F)F)cc(Cl)c1=O)Nc1cc(Cl)cc(Cl)c1 do in these assays?
S3 lipid droplet: inconclusive

Results for COc1ccccc1NC(=S)NC(NC(=O)C(C)C)C(Cl)(Cl)Cl (stereo not drawn) ?
S3 lipid droplet: -26.2%; S3 lipid droplet cell count max: -8.1

How did O=c1c(Cl)c(Cl)cnn1-c1ccccc1 do in these assays?
S3 lipid droplet: inconclusive

Results for Cc1cc(C(=O)NC(C)C)on1 ?
S3 lipid droplet: -1.5%; S3 lipid droplet cell count max: -22.7

What do the screens show for `CCC(=O)N(CC)c1nc(-c2cc(OC)ccc2OC)cs1`?
S3 lipid droplet: inconclusive

Results for CCN(C(=O)CCNC(=O)Cn1cnc2ccccc2c1=O)c1cccc(Cl)c1 ?
S3 lipid droplet: inconclusive

Results for COc1cccc(CNC(=O)Cc2ccc(-n3c(=O)[nH]c4ccccc4c3=O)cc2)c1 ?
S3 lipid droplet: inconclusive

What do the screens show for `COCCCNCCOCCOc1ccc(C)cc1Br`?
S3 lipid droplet: 5.1%; S3 lipid droplet cell count max: -16.7

How did O=C(Cc1cccs1)Nc1ccccc1 do in these assays?
S3 lipid droplet: inconclusive

What do the screens show for `NS(=O)(=O)c1cc(C(=O)OCC(=O)NNC(=O)c2ccccc2)ccc1Cl`?
S3 lipid droplet: inconclusive

How did Oc1ccc(-c2nc(-c3ccc(O)c(O)c3)cs2)cc1 do in these assays?
S3 lipid droplet: 0.0116µM*; S3 lipid droplet cell count max: -11.8*

Results for CN1CCN(NC(=O)Nc2ccc([N+](=O)[O-])cc2)CC1 ?
S3 lipid droplet: 2.9%; S3 lipid droplet cell count max: 17.3

Results for Cc1ccc(OCC(=O)N(Cc2cccs2)C2CCS(=O)(=O)C2)cc1 (stereo not drawn) ?
S3 lipid droplet: inconclusive

Results for O=C(Nc1ccc(S(=O)(=O)NCc2ccco2)cc1)C1CCCCC1 ?
S3 lipid droplet: inconclusive

What do the screens show for `CCS(=O)(=O)N1CCN(C(=O)CC(C)C)CC1`?
S3 lipid droplet: -4.1%; S3 lipid droplet cell count max: -7.7

This is a subset. The share of hits here may be higher or lower than overall.
